PMI inhibitors: inhibitors of human PMI, primary screen, biochemical, fluorescence intensity, coupled assay (AID 1209); purified PMI enzyme, coupled fluorescence intensity; higher % means a stronger effect; inhibition, % at 20 µM, or IC50 in µM where a hit was titrated; 190,000 compounds, 0.42% hits;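 also: plate controls were DMSO vehicle for no effect and wells lacking substrate for full effect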
human PMI inhibitors: human PMI inhibitors, high substrate, primary screen, biochemical, fluorescence intensity, high mannose 6-phosphate (AID 1220). Mannose-6-phosphate isomerase (Homo sapiens). recombinant PMI enzyme, coupled fluorescence intensity; higher % means a stronger effect. inhibition, % at 20 µM, or IC50 in µM where a hit was titrated. 190,000 compounds, 0.66% hits
K1F lysis inhibition: inhibition of K1F phage lysis, E. coli UTI89, bacterial capsule biogenesis inhibitors, alamar blue (AID 488966); E. coli UTI89 K1F phage lysis, alamar blue, 2 h; higher % means a stronger effect; one-dose inhibition, % at 100 µM; IC50 in µM for titrated hits; 340,000 compounds, 0.02% hits;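 active = phage lysis inhibition, versus mean bacterial control, above a set limit; inconclusive = no clear call, values can overlap the other calls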;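 also: capsule biogenesis inhibitors block K1F phage lysis so surviving cells raise fluorescence; higher fluorescence means more inhibition of phage lysis; actives were called in the ten point dose series up to 300 µM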
RSV CPE inhibition: RSV antiviral activity via CPE protection, HEp-2 cells, primary 10 µM value included (AID 2391). HEp-2 cells, RSV-induced CPE inhibition; higher % means a stronger effect. one-dose CPE inhibition, % at 10 µM; IC50 in µM for titrated hits. 310,000 compounds, 0.13% hits; in the data active = a potency from the dose series; inconclusive = CPE inhibition mostly from about 23% at the one dose, without a potency; inactive = the rest, 99 in 100 with CPE inhibition below about 21%; also: strong numbers were not always called active
T cell HTS: modulators of CD8 T cell-vesicle binding, primary screen, mouse 2C CD8+ T cells, flow cytometry; 2C CD8+ T cell-vesicle binding; active compounds read low; calls only at 7 µM; 330,000 compounds, 0.068% hits;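 active = response, share of CD8 T cells binding vesicles, and their 90th percentile fluorescence all below set limits, cut at about 80% in these data, passing the limit was not always enough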
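Test system: purified 2C TCR transgenic mouse naive CD8+ T cells. Probe or stimulus: QL9-peptide-loaded Drosophila micro-vesicles bearing Ld, ICAM-1 and B7-1. Incubation: binding step 1.5 h, 37 °C, antibody labelling 20 min, ice. Measured by: flow cytometry of vesicle-bound cells.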
West Nile antiviral: West Nile virus antiviral activity, cell-based, CPE readout (AID 1621). West Nile virus-infected cells, CPE inhibition; higher % means a stronger effect. 290,000 compounds, 0.02% hits. CPE inhibition, % at 10 µM; hits with a dose series show IC50 in µM; in the data active = a potency from the dose series; inconclusive = CPE inhibition mostly from about 3.7% at the one dose, without a potency; inactive = the rest, 99 in 100 with CPE inhibition below about 2.2%; also: strong numbers were not always called active
P. falciparum M17LAP: P. falciparum M17LAP inhibitors, primary screen, biochemical, fluorogenic H-Leu-NHMec substrate, 1536-well (AID 1619); inhibition, % at 30 µM, or IC50 in µM where a hit was titrated; recombinant M17LAP, H-Leu-NHMec fluorogenic kinetic assay; higher % means a stronger effect; Leucine aminopeptidase (Plasmodium falciparum (isolate 3D7)); 220,000 compounds, 0.38% hits;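 active = compound inhibiting the enzyme by more than half at any dose during confirmatory dose-response retesting; inconclusive = strong single-dose inhibitors picked by rank but not retested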;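 also: plate controls were full reaction with DMSO carrier for no effect and no enzyme background for full effect; strong numbers were not always called active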
TNAP activation fold: human TNAP enzyme activators, primary screen, biochemical, luminescent, no phosphate acceptor, uHTS (AID 1001); 200,000 compounds, 0.03% hits; one-dose activation fold at 20 µM; EC50 in µM for titrated hits; purified TNAP, luminescent activation assay, no phosphate acceptor; higher activation fold means a stronger effect; in the data active = activation fold from about 3, or a potency from the dose series; inactive = the rest, 99 in 100 with activation fold below about 1.6; also: many of its hits are not listed in these tables
M1AAP inhibition: P. falciparum M1AAP inhibitors, biochemical, fluorogenic H-Leu-NHMec substrate, 1536-well (AID 1445); one-dose inhibition, % at 30 µM; IC50 in µM for titrated hits; recombinant M1AAP, H-Leu-NHMec fluorogenic kinetic assay; higher % means a stronger effect; 220,000 compounds, 0.42% hits; Aminopeptidase N (Plasmodium falciparum (isolate 3D7));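 active = primary inhibition above the hit cutoff, then over 50% inhibition at one or more dose response concentrations, cut at about 23% in these data, passing the limit was not always enough; inconclusive = conflicting primary data, or primary hits not chosen for dose response; inactive = low primary inhibition, or under 50% at every dose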;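 also: plate controls were DMSO full reaction for no effect and no enzyme background for full effect; strong numbers were not always called active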
T cell HTS vesicle-bound %: second read-out of T cell HTS, no call of its own (marks repeat the call); double positive events, %; measured here: CD8+ vesicle-bound cell fraction;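 binding gate set so that unloaded-vesicle control wells show 10% double positive cells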
* hit, by the source's call; i = inactive; ? = inconclusive; . = not tested or not shown; [ ] = another dose, or the depositor's remark. Rule as the data show it, unless noted: active = inhibition above about 50%; inactive = the rest.

nr	SMILES	PMI inhibitors	human PMI inhibitors	K1F lysis inhibition	RSV CPE inhibition	T cell HTS
1	CC(C)NS(=O)(=O)c1ccc(OCC(=O)N2CCCC2)c(Cl)c1	7.0%	5.8%	2.9%	0.1%	i
2	CC(C)(C)C(=O)OCCNc1nc(-c2ccccc2)nc2ccccc12	8.6%	9.4%	-0.1%	8.4%	i
3	O=C(Nc1cc([N+](=O)[O-])ccc1N1CCCC1)c1ccco1	-5.4%	2.3%	0.8%	-0.1%	i
4	Cc1ccnc(NC(=O)c2ccc(COc3ccc(Cl)cc3)o2)c1	4.2%	-3.8%	2.4%	2.1%	i
5	Cc1cccc(C)c1CC(=O)N1CCOCC1	.	.	2.1%	2.4%	i
6	Cc1oc(-c2ccccc2F)nc1CN1CCC(C(=O)NC2CCCc3ccccc32)CC1 (stereo not drawn)	4.0%	7.5%	0.8%	3.0%	i
7	O=C1OCCN1CCN(CN1C(=O)CCC1=O)CN1C(=O)CCC1=O	7.9%	11.6%	0.2%	-0.2%	i
8	CCOc1ccc(CCNC(=O)COC(=O)c2cccc(OC)c2O)cc1OCC	5.3%	2.6%	0.6%	0.1%	i
9	O=C(O)CCC(=O)N1CC=C(c2ccccc2)CC1	2.6%	1.1%	0.5%	-0.6%	i
10	Cc1nc(Nc2ccc(C(=O)O)cc2)nc(Nc2ccc(C(=O)O)cc2)c1[N+](=O)[O-]	-22.2%	-15.0%	-0.2%	2.4%	i
11	COc1cc(CN2CCN(C(C)C)C(CCO)C2)ccc1OCc1ccccc1 (stereo not drawn)	2.8%	-7.2%	12.7%	-0.6%	i
12	COCC(C)N=Cc1c(O)[nH]c2ccccc12 (stereo not drawn)	2.2%	-2.0%	-1.9%	1.0%	i

nr	T cell HTS vesicle-bound %	West Nile antiviral	P. falciparum M17LAP	TNAP activation fold	M1AAP inhibition
1	32.2	-0.3%	4.2%	1.1	-0.3%
2	47.5	-1.0%	-2.3%	1	1.5%
3	60.6	0.4%	10.7%	0.9	6.6%
4	25.9	.	0.2%	1.2	-0.2%
5	51.2	-0.6%	.	.	.
6	45.5	-0.9%	-8.1%	1.1	7.5%
7	46.9	-0.3%	-5.8%	1	-0.6%
8	16.0	0.7%	-2.5%	1.1	-0.8%
9	43.8	0.3%	-10.5%	1.1	8.5%
10	24.3	1.1%	29.0%	1	21.8%
11	58.3	-0.1%	0.7%	1	-0.7%
12	48.7	-0.5%	6.3%	1.1	8.3%

Additional records:
nr	SMILES	PMI inhibitors	human PMI inhibitors	K1F lysis inhibition	RSV CPE inhibition	T cell HTS
13	O=C(c1ccc(Cl)c(S(=O)(=O)N2CCOCC2)c1)N1CCCCC1	.	.	-0.2%	-0.1%	i
14	Cc1ccc(NC(=O)CSc2nnc3ccccn23)cc1	3.7%	12.0%	0.1%	0.5%	i
15	CC(=O)c1cccc(CN2CCC(n3nccc3NC(=O)CCc3ccccc3)CC2)c1	.	.	0.1%	-1.3%	i
16	CCN(CC)C(=O)CSc1nc2c(sc(=S)n2-c2ccccc2OC)c(=O)n1-c1ccccc1	.	.	0.2%	2.8%	i
17	Cc1ccc(OCCC(=O)OCC(=O)N2c3ccccc3CC2C)cc1 (stereo not drawn)	12.3%	7.1%	1.6%	1.0%	i
18	O=C1CC(C(=O)Nc2cccc(Cl)c2)n2ncnc2N1 (stereo not drawn)	-3.0%	3.0%	1.5%	-1.1%	i
19	O=C(/C=C/C(=O)N1CCc2ccccc2C1)N1CCc2ccccc2C1	.	.	0.1%	1.0%	i
20	O=C(NCCc1nnc2ccc(NCC3CCCO3)nn12)c1ccccc1 (stereo not drawn)	-2.1%	-2.3%	0.1%	5.2%	i
21	CCOC(=O)c1ccc(N2C(=O)CC(C(=O)OC)=C2C)cc1	4.7%	-1.3%	11.5%	1.4%	i
22	CC(C)c1cccc(C(C)C)c1NC(=S)Nc1cccc(Cl)c1	.	.	0.5%	1.7%	i
23	CC1CC(C)CN(C(=O)c2ccc(N3CC4CC(C3)c3cccc(=O)n3C4)c([N+](=O)[O-])c2)C1 (stereo not drawn)	3.6%	-4.4%	1.1%[50 µM]	1.6%	i
24	CCOC(=O)CSc1[nH]c2cc(OC)ccc2c1[N+](=O)[O-]	11.2%	9.3%	0.5%	1.2%	i

nr	T cell HTS vesicle-bound %	West Nile antiviral	P. falciparum M17LAP	TNAP activation fold	M1AAP inhibition
13	35.6	-0.5%	-14.9%	1	-0.8%
14	61.1	-0.2%	32.0%	1.1	3.9%
15	33.4	-1.6%	.	.	.
16	22.6	-1.0%	.	.	.
17	50.6	0.3%	-8.8%	1.1	-8.1%
18	56.0	0.0%	-5.7%	1.2	-1.7%
19	39.0	-0.4%	18.7%	.	-0.3%
20	28.1	0.2%	-1.9%	1.1	4.6%
21	40.5	-0.4%	-3.9%	1	3.1%
22	24.6	-0.1%	8.1%	.	11.8%
23	1.9	-1.5%	1.3%	1.1	10.5%
24	24.8	-0.4%	11.8%	1	5.3%

Other records:
nr	SMILES	PMI inhibitors	human PMI inhibitors	K1F lysis inhibition	RSV CPE inhibition	T cell HTS
25	CC(C)(C)c1ccc(C2=CC(c3ccccc3)n3ncnc3N2)cc1 (stereo not drawn)	.	.	2.3%	6.9%	i
26	Cn1cnnc1SCC(=O)c1ccc2c(c1)OCO2	-5.2%	-5.9%	0.3%	0.6%	i
27	CCCN(CC1CC1)C(=O)CSc1ncnc2sc(C)c(C)c12	3.0%	-3.1%	4.3%	1.9%	i
28	Cc1ccc(C)c(NC(=O)CCc2c(C)nn(-c3ccc(N4CCCCC4)nn3)c2C)c1	.	.	0.2%	0.7%	i
29	CCOC(=O)C1CCN(C(=O)c2ccccc2NC(=O)c2ccc(Cl)cc2)CC1	4.6%	4.4%	2.9%	1.3%	i
30	Cc1cc(C(F)F)n2nc(C(=O)Nc3sc4c(c3C#N)CCC(C)C4)nc2n1 (stereo not drawn)	6.6%	2.5%	0.4%	1.4%	i
31	CCOC(=O)C1(CCCc2ccccc2)CCN(C(=O)CSC)CC1	.	.	0.1%	?	i
32	O=C(COc1ccccc1)Nc1cccc(-c2nc3ccccc3[nH]2)c1	2.1%	-3.1%	2.0%	?	i
33	Cc1onc(-c2ccccc2)c1C(=O)Nc1cccc(C#N)c1	3.2%	1.8%	6.8%	-1.2%	i
34	Cc1ccc(C)c(NC(=O)CSc2c(C)n[nH]c2C)c1	9.0%	10.7%	1.0%	1.4%	i
35	O=C(NNC(=O)c1ccccc1Br)c1ccc(Cl)cc1	-8.1%	-1.3%	0.0%	-0.5%	i
36	Nn1cnc2scc(-c3ccco3)c2c1=O	.	.	-1.1%	1.4%	i

nr	T cell HTS vesicle-bound %	West Nile antiviral	P. falciparum M17LAP	TNAP activation fold	M1AAP inhibition
25	43.6	-1.1%	.	.	.
26	22.8	-0.2%	17.1%	1.1	1.6%
27	36.3	1.2%	7.8%	1.2	6.1%
28	12.3	0.3%	.	.	.
29	47.1	-0.6%	-4.4%	1.1	2.6%
30	14.1	0.1%	7.9%	1	5.8%
31	64.0	-1.6%	.	.	.
32	38.6	0.9%	-4.4%	1.1	0.5%
33	25.6	-0.7%	19.3%	1.1	15.4%
34	34.2	-0.1%	17.6%	1.1	12.6%
35	23.9	-0.7%	2.1%	1.1	-5.8%
36	29.3	-0.4%	.	.	.

The listing continues:
nr	SMILES	PMI inhibitors	human PMI inhibitors	K1F lysis inhibition	RSV CPE inhibition	T cell HTS
37	Cc1onc(-c2ccccc2Cl)c1C(=O)Nc1ccc(S(=O)(=O)NCC2CCCO2)cc1 (stereo not drawn)	11.1%	6.3%	0.1%	1.8%	i
38	COc1ccccc1NC(=O)c1ccc(-c2ccc(Br)cc2)o1	14.3%	7.4%	0.2%	0.3%	i
39	O=C(CC1SCCNC1=O)Nc1cccc(C(F)(F)F)c1 (stereo not drawn)	-1.5%	1.4%	0.0%	7.1%	i
40	CCC(C)(C)n1nnnc1C(c1cc2cc3c(cc2[nH]c1=O)OCO3)N1CCCCC1 (stereo not drawn)	-3.1%	-0.3%	0.4%	-1.9%	i
41	S=C(NCCc1ccccc1)Nc1cnc2ccccc2c1	3.3%	-0.3%	0.1%	8.7%	i
42	CC(C)C(=O)Nc1nnc(S(=O)(=O)N2CCCc3ccccc32)s1	.	.	-1.1%	3.8%	i
43	CC1(C)CC(=O)C=C(Nc2ccc(C(=O)O)c(O)c2)C1	.	.	0.2%	1.1%	i
44	C/C(=N\NC(=O)c1ccccc1)c1c(C)[nH]n(-c2ccccc2)c1=O	.	.	0.1%	7.2%	i
45	Cc1ccc(NC(=O)C2C(c3ccccc3)C2(Cl)Cl)c(C)c1 (stereo not drawn)	18.1%	12.5%	0.6%	?	i
46	COc1cccc(NS(=O)(=O)c2ccc3c(c2)NC(=O)C(C)C(=O)N3)c1 (stereo not drawn)	.	.	7.5%	1.7%	i
47	Cc1cc(OCC(=O)c2ccc(F)cc2)ccc1N1C(=O)CCC1=O	10.0%	3.9%	0.2%	3.0%	i

nr	T cell HTS vesicle-bound %	West Nile antiviral	P. falciparum M17LAP	TNAP activation fold	M1AAP inhibition
37	29.7	-0.8%	18.9%	1.1	1.6%
38	37.4	0.3%	-7.6%	1	1.4%
39	40.7	0.0%	49.0%	1.2	-5.3%
40	23.3	.	-13.2%	1.1	0.4%
41	18.8	-0.6%	-3.0%	0.9	6.1%
42	42.6	-0.3%	.	.	.
43	59.7	0.1%	.	.	.
44	60.0	-1.4%	.	.	.
45	6.8	-1.2%	6.2%	1.2	-0.7%
46	46.2	0.3%	.	.	.
47	33.8	0.2%	-4.7%	1.1	-2.6%

Sorted by number of heavy atoms (lowest first): three of the compounds above.
nr	SMILES	PMI inhibitors	human PMI inhibitors	K1F lysis inhibition	RSV CPE inhibition	T cell HTS
45	Cc1ccc(NC(=O)C2C(c3ccccc3)C2(Cl)Cl)c(C)c1 (stereo not drawn)	18.1%	12.5%	0.6%	?	i
38	COc1ccccc1NC(=O)c1ccc(-c2ccc(Br)cc2)o1	14.3%	7.4%	0.2%	0.3%	i
46	COc1cccc(NS(=O)(=O)c2ccc3c(c2)NC(=O)C(C)C(=O)N3)c1 (stereo not drawn)	.	.	7.5%	1.7%	i

nr	T cell HTS vesicle-bound %	West Nile antiviral	P. falciparum M17LAP	TNAP activation fold	M1AAP inhibition
45	6.8	-1.2%	6.2%	1.2	-0.7%
38	37.4	0.3%	-7.6%	1	1.4%
46	46.2	0.3%	.	.	.
